Screening results deposited in PubChem BioAssay by Sanford-Burnham Center for Chemical Genomics.
UBC13 polyUb: human UBC13 polyubiquitination inhibition; UBC13 polyubiquitin chain formation, TR-FRET; inhibition, % at 20 µM; actives 0.47% (n = 330,000); P61088; in the data active = inhibition above about 45%, passing the limit was not always enough
Target sequence (P61088 whole entry, looked up): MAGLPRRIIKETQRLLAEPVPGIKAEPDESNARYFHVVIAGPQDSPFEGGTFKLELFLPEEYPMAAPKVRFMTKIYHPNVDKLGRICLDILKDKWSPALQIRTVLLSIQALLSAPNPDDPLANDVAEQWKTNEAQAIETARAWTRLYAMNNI
CCR6 antagonist: CCR6 (human) receptor antagonism. CHO-K1 CCR6 PathHunter beta-arrestin, luminescence, CCL20-stimulated. inhibition, % at 20 µM. actives 0.49% (n = 340,000). AID 493098;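 active = compounds whose inhibition of the agonist-driven luminescence signal at 20 µM reaches about 50%, limit read from the data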;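 note: cells stimulated with CCL20 at 14 nM final; plate controls were DMSO with CCL20 for no effect and DMSO without agonist for full effect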
Gli-Sufu block: blocks Gli-Sufu signaling in a luciferase reporter. actives 0.74% (n = 340,000). inhibition, % at 5 µM. AID 588413. Sufu-KO-LIGHT fibroblasts, Gli luciferase reporter luminescence;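 active = inhibition above about 55%, limit read from the data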;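 note: 0% = DMSO-treated cells and 100% = wells with medium but no cells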
Jurkat NFkB inh: lowers PMA/ionomycin-induced NF-kB signal in Jurkat cells; PMA/ionomycin-induced NF-kB luciferase reporter, luminescence; inhibition, % at 4 µM; actives 0.53% (n = 330,000); AID 435003
697 NFkB inh: lowers PMA/ionomycin-induced NF-kB signal in 697 B cells. 697 B-cell NF-kB luciferase reporter, 16 h. actives 0.33% (n = 330,000). inhibition, % at 4 µM; in the data active = inhibition above about 35%
Apaf1 inhib: human Apaf-1 inhibition. reconstituted apoptosome caspase-3 activity, DEVD-Rh110 fluorescence. inhibition, % at 20 µM. actives 0.71% (n = 330,000); active = inhibition of at least 40% at 20 µM;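 note: plate controls were DMSO wells for no effect and DEVD-CHO caspase inhibitor wells for full effect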
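System: Apoptosome proteins | Medium: Hepes pH 7.5 with detergent and BSA | Also added: Cytochrome c trigger plus (Z-DEVD)2-Rh110 caspase-3 substrate | Incubation: 30 min compound preincubation, 50 min activation, room temperature | Detection: Rhodamine 110 fluorescence at Ex 480/Em 540 nm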
SENP8 inh: SENP8 protease inhibition; Q96LD8; purified SENP8, Z-RLRGG-aminoluciferin cleavage, luminescence; inhibition, % at 10 µM; actives 1.2% (n = 330,000)
Target sequence (Q96LD8 whole entry, looked up): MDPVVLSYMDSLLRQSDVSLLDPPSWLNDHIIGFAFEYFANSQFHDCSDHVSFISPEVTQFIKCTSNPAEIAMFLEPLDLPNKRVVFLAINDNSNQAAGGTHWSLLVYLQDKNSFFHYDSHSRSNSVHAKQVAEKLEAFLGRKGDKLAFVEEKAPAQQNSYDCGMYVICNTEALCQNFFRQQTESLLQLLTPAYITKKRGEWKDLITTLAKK
EBI2 block: EBI2 (human) antagonism | P32249 | EBI2 beta-arrestin recruitment, luminescence, 7a,25-OHC stimulated | inhibition, % at 5 µM | actives 0.81% (n = 360,000); in the data active = inhibition above about 38%;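 note: enzyme fragment complementation signal reports receptor beta-arrestin coupling in cells; 0% = agonist plus DMSO wells and 100% = wells without agonist; some results beyond the cut were filed as inactive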
Target sequence (P32249 whole entry, looked up, the tested form may be a part): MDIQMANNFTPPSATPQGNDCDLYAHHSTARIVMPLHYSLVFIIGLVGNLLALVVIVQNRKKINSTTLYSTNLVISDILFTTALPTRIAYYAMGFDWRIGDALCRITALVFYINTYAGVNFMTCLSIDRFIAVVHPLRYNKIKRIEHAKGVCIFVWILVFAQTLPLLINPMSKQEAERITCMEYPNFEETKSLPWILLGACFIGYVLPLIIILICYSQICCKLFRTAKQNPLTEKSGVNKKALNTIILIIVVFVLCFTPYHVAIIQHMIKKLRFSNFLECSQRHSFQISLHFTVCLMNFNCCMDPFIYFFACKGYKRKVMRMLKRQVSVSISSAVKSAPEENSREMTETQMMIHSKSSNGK
Numbers without * were called inactive; . = not tested or not shown. Cut-off read from the data, not from the text of the source, unless noted: active = inhibition above about 50%; inactive = the rest. This is a subset (hit frequency here may not be typical).

SMILES	UBC13 polyUb	CCR6 antagonist	Gli-Sufu block	Jurkat NFkB inh	697 NFkB inh	Apaf1 inhib	SENP8 inh	EBI2 block
CCN1/C(=C\C(=S)Nc2ccccc2)Sc2ccccc21	10	18	54	-15	-15	-3	-23	11
CCOC(=O)c1sc(NC(=O)CN2C(=O)NC3(CC(C)CC(C)(C)C3)C2=O)cc1C (stereo not drawn)	-21	-15	7	1	7	14	1	2
CC1CCC(NC(=O)c2cccc(S(=O)(=O)N3CCN(c4ccccc4)CC3)c2)CC1 (stereo not drawn)	8	14	50	13	-2	-4	8	1
COCCn1c(-c2ccsc2)nc2c1c(=O)[nH]c(=O)n2CC(C)C	8	-10	-5	-2	16	-5	-7	-12
COc1ccc2c(=O)c3c(=O)n(-c4ccc(C)cc4)c(-c4ccccc4)nc3oc2c1	-9	.	.	-21	22	5	0	.
O=C(O)c1ccc2c(c1)S(=O)(=O)c1ccccc1C2=O	-3	10	2	-3	-2	2	0	5
CC1CCC(NC(=O)CN2C(=O)NC3(CCCCC3C)C2=O)CC1 (stereo not drawn)	5	13	-1	11	9	-9	4	6
Cc1ccccc1OC/C(O)=C(\C#N)c1nc2ccccc2[nH]1	-8	-10	10	-13	5	-30	-4	-6
CCCCN(CC)CCNC(=O)C1CCCN(S(=O)(=O)c2cccc3nsnc23)C1 (stereo not drawn)	-8	21	-13	12	-17	-4	-1	6
CS(=O)(=O)N(CC(=O)NCCc1ccccc1)C1CCCCC1	-3	-3	2	2	10	3	-8	3
COc1ccc(-c2noc(CN3CCN(c4ccccc4F)CC3)n2)cc1OC	2	23	6	-2	17	26	-5	0
O=C(CNc1cc(S(=O)(=O)N2CCOCC2)ccc1N1CCOCC1)Nc1cccc(C(F)(F)F)c1	-4	3	2	27	7	2	10	1
Cc1c(NC(=S)NC(=O)CCc2ccccc2)c(=O)n(-c2ccccc2)n1C	-4	19	-8	7	5	3	-11	-5
COc1ccc(OC)c(NC(=O)C2CC(/C=C/c3ccccc3)=NO2)c1 (stereo not drawn)	-6	-6	5	-7	-26	20	-8	11
CCCc1ccc2oc(C(=O)N3CCC[C@H]3CO)c(C)c2c1	7	6	-62	-78	-88	10	-10	-9
CCNc1nc(NC(C)CC)nc(Oc2ccc(OCC)nn2)n1 (stereo not drawn)	-2	14	21	-6	32	-9	0	1
CCOCCNC(=O)c1ccccc1C(=O)NCCOCC	4	19	-9	3	9	-14	-3	-2
COC(=O)c1cccc(NC(=O)/C=C/c2ccc3c(c2)OCO3)c1	-14	10	-52	25	-42	15	-4	12
O=C(CCc1nnc(-c2ccccc2)o1)NCc1cc(F)ccc1F	-6	3	1	-6	-17	15	-6	-10
CC(C)n1cnc2c(Nc3cccc(Cl)c3)nc(NCCCO)nc21	6	-1	5	-21	-11	3	11	19

An excerpt from above, limited to Jurkat NFkB inh and Apaf1 inhib.
SMILES,Jurkat NFkB inh,Apaf1 inhib
COc1ccc2c(=O)c3c(=O)n(-c4ccc(C)cc4)c(-c4ccccc4)nc3oc2c1,-21,5
COc1ccc(-c2noc(CN3CCN(c4ccccc4F)CC3)n2)cc1OC,-2,26

The listing continues:
SMILES	UBC13 polyUb	CCR6 antagonist	Gli-Sufu block	Jurkat NFkB inh	697 NFkB inh	Apaf1 inhib	SENP8 inh	EBI2 block
O=C(Nc1ccc(Cl)c(Cl)c1)Nc1ccccc1NS(=O)(=O)c1cccs1	2	11	-2	-9	0	9	-10	0
C=CCn1c(O)c(C2=c3ccccc3=NC2=O)s/c1=N/c1nccs1	-111	21	2	0	9	0	-9	1
O=C(CNC1CCCCC1)Nc1cccc(C(F)(F)F)c1	0	8	-24	-13	-11	7	-10	5
NC(=O)[C@H]1CC2(CC(c3cccc(NC(=O)[C@H]4CCC(=O)N4)c3)=NO2)CN1C(=O)c1cc([N+](=O)[O-])cc([N+](=O)[O-])c1 (stereo partly drawn)	-9	-17	6	13	14	-3	2	-27
CCOC(=O)c1ccc(CNC(=O)c2cc(COc3ccccc3SC)on2)o1	0	12	-78	-102	-157	5	18	8
CCOc1ccc(C(=O)Nc2ncn[nH]2)cc1	3	-7	-3	-6	-2	-4	-1	-3
COc1ccc(-n2nnnc2SCC(=O)Nc2ccc3c(c2)OCCO3)cc1OC	0	7	-17	10	12	-4	3	-1
Cc1ccccc1C(=O)Nc1ccnn1C1CCN(Cc2cnn(C(C)C)c2)CC1	-3	10	11	2	-1	15	-3	-2
CCCCC1=CC2=CC(=O)C(C)(OC(=O)CC)C(=O)C2=CN1Cc1ccc(OC)cc1 (stereo not drawn)	-31	-1	2	6	-12	21	-8	-20
COc1ccc(S(=O)(=O)N2CCOCC2)cc1C(=O)NC1CCCCCC1	-16	5	3	2	7	-5	-8	3
CCOc1cccc(C(=O)Nc2ccc3oc(-c4cccnc4)nc3c2)c1	13	12	19	21	-14	-6	2	2
CC(=O)Nc1ccccc1-c1nc2ccccc2nc1OCC(=O)c1ccc2ccccc2c1	-7	13	9	5	-6	17	-6	15
COC(=O)C1=C(C)N(CC2CC2)C(=NCc2cccc(C(F)(F)F)c2)N[C@H]1c1ccccc1	66*	-2	26	3	0	57*	2	1
CN1CCC2(CC1)N=C(c1ccc(F)cc1)C(=S)N2C(=O)c1ccccc1	9	0	6	21	-6	2	0	-3
CCc1c(C)nc2ncnn2c1N1CCCC(C(=O)NCc2cccs2)C1 (stereo not drawn)	7	9	31	17	-4	1	4	3
O=C(Nc1ccc2oc(=O)ccc2c1)c1ccccc1[N+](=O)[O-]	0	8	0	4	20	-8	2	-4
O=C(O)c1ccccc1NC(=O)C1CCCO1 (stereo not drawn)	3	-7	-4	12	-6	-9	8	-6
Cc1ccc(OCc2nnc(NC(=O)c3ccco3)s2)cc1	-8	-13	-6	-6	4	14	-12	-2
COc1ccc(OCC(=O)NNC(=O)Cc2coc3cc(OC)ccc23)cc1	15	9	5	4	4	2	-3	-5
CC1CCCCN1C(=O)Cn1cc(C#N)c2ccccc21 (stereo not drawn)	1	-6	1	21	9	-9	10	-6
c1ccc(-n2cc(CN3CCC(N4CCOCC4)CC3)c(-c3ccc4c(c3)OCO4)n2)cc1	6	11	24	14	2	11	-4	-13
c1coc(C2Nc3ccccc3-c3nc4ccccc4n32)c1 (stereo not drawn)	11	4	-58	-46	-47	-16	1	6
CC1CCN(c2ccc(C(=O)N3CCOCC3)cc2[N+](=O)[O-])CC1	-18	22	-6	-11	5	9	-3	5
CCN(CC)S(=O)(=O)c1cccc(NC(=O)COC(=O)c2cncc(Br)c2)c1	2	15	-4	2	8	12	-1	-2
CC1CCCC(NC(=O)CCS(=O)(=O)c2ccc3c(c2)NC(=O)CS3)C1C (stereo not drawn)	2	8	-6	1	16	-9	6	-7
COc1cccc(C2/C(=C(/O)c3ccc4c(c3)CC(C)O4)C(=O)C(=O)N2CCCn2ccnc2)c1 (stereo not drawn)	-22	12	30	-11	-7	15	-1	5
Fc1cccc2sc(N3CCOCC3)nc12	9	4	-25	-29	-18	-2	-9	-8
O=C(CSc1nnc(CNC(=O)c2ccccc2)o1)NCCc1ccccc1	-3	8	-4	-12	-1	3	-6	6
CCOc1cc(C)c(C(C)C)cc1S(=O)(=O)NCc1ccccn1	11	23	2	-3	9	3	-8	10
Cc1cc(C(=O)Nc2ccccn2)cs1	3	5	-49	-98	-84	-4	49	-1
N#Cc1ccc(-c2nc3ccc(Br)cc3c(=O)n2O)cc1	-2	9	5	-11	13	10	-3	-10
Cc1ccc2[nH]c3c(=O)n(CCC4=CCCCC4)cnc3c2c1	-16	-3	-10	2	-7	5	-4	.
O=C(CN1C(=O)COc2ccc(Cl)cc21)N1CCOCC1	-6	-1	2	-3	20	6	-3	-5
CC(C)(C)OC(=O)NCCCCCNC(=O)c1nc[nH]c1C(=O)NCCCCCNC(=O)OC(C)(C)C	-14	6	55*	-10	-39	-50	-8	-13
CCCn1c(O)c(N=NC(=O)c2cccnc2)c2cc(Br)ccc21	-12	22	-13	0	-1	12	1	-8
Cc1ccccc1-n1nc2c(c1NC(=O)c1ccc(S(=O)(=O)N(C)C)cc1)CSC2	-2	18	-3	-2	-19	-8	-15	-2
O=C(CCNS(=O)(=O)c1cccc2nsnc12)NCCC1=CCCCC1	-6	6	-1	2	3	17	-2	2
CCOc1ccc(C(C)C)cc1S(=O)(=O)N1CCN(C(=O)c2ccco2)CC1	-6	0	2	1	-10	2	-3	-1
CN(c1ccccc1)S(=O)(=O)c1ccc(Cl)c(C(=O)Nc2ccc(-c3nc4ccccc4[nH]3)cc2)c1	-18	-6	15	-8	-23	0	0	16
COc1ccc(OC)c(-c2csc(NC(=O)C3=NNC(=O)CC3)n2)c1	-4	-1	5	0	0	8	1	-4

Next section, starting with the last seven of the part before.
SMILES	UBC13 polyUb	CCR6 antagonist	Gli-Sufu block	Jurkat NFkB inh	697 NFkB inh	Apaf1 inhib	SENP8 inh	EBI2 block
CC(C)(C)OC(=O)NCCCCCNC(=O)c1nc[nH]c1C(=O)NCCCCCNC(=O)OC(C)(C)C	-14	6	55*	-10	-39	-50	-8	-13
CCCn1c(O)c(N=NC(=O)c2cccnc2)c2cc(Br)ccc21	-12	22	-13	0	-1	12	1	-8
Cc1ccccc1-n1nc2c(c1NC(=O)c1ccc(S(=O)(=O)N(C)C)cc1)CSC2	-2	18	-3	-2	-19	-8	-15	-2
O=C(CCNS(=O)(=O)c1cccc2nsnc12)NCCC1=CCCCC1	-6	6	-1	2	3	17	-2	2
CCOc1ccc(C(C)C)cc1S(=O)(=O)N1CCN(C(=O)c2ccco2)CC1	-6	0	2	1	-10	2	-3	-1
CN(c1ccccc1)S(=O)(=O)c1ccc(Cl)c(C(=O)Nc2ccc(-c3nc4ccccc4[nH]3)cc2)c1	-18	-6	15	-8	-23	0	0	16
COc1ccc(OC)c(-c2csc(NC(=O)C3=NNC(=O)CC3)n2)c1	-4	-1	5	0	0	8	1	-4
CCN(CC)CCCn1c(=S)[nH]c2cc(C(=O)OC)ccc2c1=O	19	-11	10	2	21	-17	3	1
CC(NC(=O)c1ccco1)c1nc(-c2ccc(C(C)(C)C)cc2)no1 (stereo not drawn)	1	12	18	12	-16	15	5	8
COc1ccccc1CC(=O)Nc1cc(OC)c(NC(=O)c2ccccc2)cc1OC	-8	17	11	-11	5	21	1	5
COC(=O)c1cc2nc(-c3ccccc3)cc(C(F)(F)F)n2n1	5	5	1	1	0	-14	-7	-1
CCOc1ccc(C(=O)N2CCCC2)cc1	5	12	-3	4	11	4	-2	-2
O=C(Nc1ccc(F)cc1)C1C2CCC3C(CCC21)C3(Cl)Cl (stereo not drawn)	2	-7	8	-8	-7	16	-8	21
O=C(c1ccccc1)c1nnc(-c2ccccc2F)o1	-4	15	5	-27	-32	6	90*	4
O=C(CN1C(=O)/C(=C/c2cccc(Br)c2)SC1=S)NCCCN1CCOCC1	-12	4	-31	-5	-34	17	-15	2
CC(C)OCCCNC(=O)CCCC(=O)Nc1ccc(OCCc2ccccc2)cc1	-10	21	-3	-2	-1	7	-10	-13
COc1cc(CN2CCC(N3CCC(C(=O)N4CCCC4)CC3)CC2)cc2c1OCO2	1	6	10	-1	8	-13	3	-7
O=C(COC(=O)c1cc(Cl)nc(Cl)c1)NC1CCCCCC1	8	7	-6	7	3	-1	7	-6
Cc1nn(Cc2ccc(F)cc2)c(C)c1NC(=O)c1noc2c1CCCCC2	1	-5	2	3	19	-14	3	-3
O=C(O)c1cnn2c(C(F)F)cc(C3CC3)nc12	11	0	5	3	6	-17	2	-13
NC(=O)C1CCN(C(=O)c2cnn(-c3ccccc3)c2NC(=O)c2cccc(F)c2)CC1	9	6	-28	8	17	3	-3	-7
C[C@@H]1C(=O)O[C@H]2C[C@@]34[C@H]5C[C@@H](C(C)(C)C)[C@]36[C@@H](OC(=O)[C@@H]6O)O[C@@]4(C(=O)O5)[C@]21O	-4	-5	-9	11	11	-6	3	6
CCOC(=O)c1cccc(-c2c(-c3ccccc3)ncc3cc(OC)c(OC)cc23)c1	16	24	-44	-79	-79	22	0	19
COCCCNC(=O)CC(NS(=O)(=O)c1ccc(Cl)cc1)c1ccco1 (stereo not drawn)	-3	1	4	-16	3	2	-3	-5
